Screens as filed in PubChem BioAssay.
Pol eta inh = qHTS for Inhibitors of Polymerase Eta; recombinant Pol eta, fluorescent DNA replication assay; Potency, µM (highest dose often 114 µM), without a hit: at the highest dose activity change, negative = inhibition, most hits filed as inhibitors; DNA polymerase eta (Homo sapiens), Q9Y253; hit rate 1.2% among 390,000; AID 588591, 2011; note: % is set by controls: 0 for no effect and ±100 for the full control effect
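Pol eta at 10 nM preincubated with compounds 15 min at room temperature; reaction started with fluorescent substrate (50 nM final) and read kinetically at 0 and 10 min.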
POLB inh = qHTS Assay for Inhibitors of DNA Polymerase Beta; P06746; Pol beta primer extension/strand displacement, fluorescence kinetic; Potency, µM (doses to about 114 µM), for inactives: top-dose activity change, negative = inhibition, actives largely listed as inhibitors; hit rate 1.3% among 340,000; note: % is set by controls: 0 for no effect and ±100 for the full control effect
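Homogeneous kinetic assay of primer extension and strand displacement by 10 nM Pol beta, preincubated 15 min at room temperature with compound before 50 nM substrate (final) was added. Read at 0 and 10 min; four-parameter Hill fit.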
G9a inh = qHTS Assay for Inhibitors of Histone Lysine Methyltransferase G9a; G9a H3K9 monomethylation, AlphaScreen, 2 h; Histone-lysine N-methyltransferase EHMT2 (Homo sapiens), Q96KQ7; hit rate 8.8% among 350,000; Potency, µM (series often up to 102 µM), for inactives: top-dose activity, negative = inhibition, hits mostly inhibitors; note: % is set by controls: 0 for no effect and ±100 for the full control effect; nearly all actives have a fitted effect of over 75% in size
Target sequence (Q96KQ7 913-1193 limits assumed): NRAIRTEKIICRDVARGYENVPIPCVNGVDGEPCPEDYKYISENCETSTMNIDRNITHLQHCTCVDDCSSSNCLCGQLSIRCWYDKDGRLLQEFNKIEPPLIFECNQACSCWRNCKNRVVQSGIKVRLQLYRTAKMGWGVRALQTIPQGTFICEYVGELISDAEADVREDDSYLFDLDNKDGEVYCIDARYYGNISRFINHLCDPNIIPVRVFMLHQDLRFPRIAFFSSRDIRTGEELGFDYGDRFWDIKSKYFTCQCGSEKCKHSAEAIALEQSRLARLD
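Quantitative HTS format: methyltransferase activity on a biotin-tagged H3K9 peptide is measured by AlphaScreen, using a rabbit anti-monomethyl-H3K9 antibody with streptavidin donor and anti-IgG acceptor beads. Final levels are 20 nM enzyme, 500 nM peptide, 20 uM SAM; 2 h RT.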
Anesthetic bind = qHTS Assay for Identification of Novel General Anesthetics; Ferritin light chain (Equus caballus), P02791; apoferritin/1-aminoanthracene competitive binding, fluorescence; AID 485281, 2010; Potency, µM (top dose mostly 77.5 µM), inactives show at the highest dose activity change, negative = displacement, actives largely listed as inhibitors; hit rate 0.074% among 350,000; note: % is set by controls: 0 for no effect and ±100 for the full control effect; nearly all actives have a fitted effect of over 20% in size
Target sequence (P02791 2-175 limits assumed): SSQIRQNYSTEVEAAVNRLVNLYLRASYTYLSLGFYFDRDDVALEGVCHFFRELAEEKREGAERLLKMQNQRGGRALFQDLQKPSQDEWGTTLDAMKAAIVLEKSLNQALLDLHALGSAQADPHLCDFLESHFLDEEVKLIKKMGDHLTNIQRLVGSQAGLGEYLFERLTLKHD
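Probe: 1-aminoanthracene (50% saturated, PBS). Protein: horse-spleen apoferritin, 10 uM. Incubation: 10 min, room temperature. Detection: 380 nm excitation, 535 nm emission. Analysis: normalized response, four-parameter Hill.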
APE1 inh = qHTS Assay for Inhibitors of the Human Apurinic/apyrimidinic Endonuclease 1 (APE1). DNA repair nuclease/redox regulator APEX1 (Homo sapiens), P27695. recombinant APE1, TAMRA/BHQ-2 abasic DNA cleavage fluorescence. Potency, µM (highest dose often 65.8 µM), for the others: top-dose activity change, negative = inhibition, usual class: inhibitors. hit rate 0.35% among 350,000. AID 2517, 2012;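 note: plate controls were vehicle for no effect and reference inhibitor for full effect; nearly all actives have a fitted effect of over 55% in size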
Target sequence (P27695 whole entry, looked up): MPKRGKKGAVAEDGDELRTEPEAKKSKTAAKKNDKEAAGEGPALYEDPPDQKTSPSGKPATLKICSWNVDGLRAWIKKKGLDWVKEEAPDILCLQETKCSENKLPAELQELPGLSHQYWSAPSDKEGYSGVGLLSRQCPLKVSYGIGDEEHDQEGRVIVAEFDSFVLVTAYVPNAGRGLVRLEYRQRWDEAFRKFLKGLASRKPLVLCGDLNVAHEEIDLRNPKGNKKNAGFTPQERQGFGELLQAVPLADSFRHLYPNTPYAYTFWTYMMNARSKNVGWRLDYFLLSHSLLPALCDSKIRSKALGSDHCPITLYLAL
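Incision of a quenched TAMRA/BHQ-2 THF abasic-site duplex (50 nM) by 0.75 nM APE1, after 15 min compound preincubation, measured as fluorescence increase over three 60 s reads. Values normalized to buffer, DMSO and NSC13755 control wells.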
BAZ2B inh = qHTS Assay for Inhibitors of BAZ2B. Potency, µM (series often up to 114 µM), without a hit: at the top dose activity change, negative = inhibition, usual class: inhibitors. Bromodomain adjacent to zinc finger domain protein 2B (Homo sapiens), Q9UIF8. AlphaScreen BAZ2B-H3K14Ac peptide displacement. hit rate 4.4% among 360,000; note: % is set by controls: 0 for no effect and ±100 for the full control effect; nearly all actives have a fitted effect of over 60% in size
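In this displacement format the biotinylated H3(5-23) peptide acetylated at Lys14 serves as ligand at 50 nM, with BAZ2B at 50 nM in PBS pH 7.4 containing 0.01% Tween-20. Donor and acceptor beads are 10 ug/mL final.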
POLI inh = qHTS for Inhibitors of Polymerase Iota | DNA polymerase iota (Homo sapiens), Q9UNA4 | Pol iota fluorescent replication assay, 10 min | Potency, µM (titrated, usually from 115 µM), for the others: at the highest dose activity, negative = inhibition, hits mostly inhibitors | hit rate 1% among 390,000 | AID 588590, 2011
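Fluorescent replication assay read twice, at 0 min and 10 min after adding 50 nM (final) substrate. Enzyme (10 nM) and compounds were first incubated 15 min at room temperature; enzyme-free buffer wells were negative controls.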
POLK inh = qHTS for Inhibitors of Polymerase Kappa | purified Pol kappa, fluorescent DNA synthesis assay, 10 min | hit rate 0.53% among 400,000 | DNA polymerase kappa (Homo sapiens), Q9UBT6 | Potency, µM (highest dose often 107 µM), without a hit: at the top dose activity, negative = inhibition, actives largely listed as inhibitors; note: % is set by controls: 0 for no effect and ±100 for the full control effect
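Inhibition of 10 nM Pol kappa is measured by a fluorescent read-out at 0 and 10 min following addition of 50 nM substrate (final), with a 15-min room-temperature compound preincubation.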
BLM inh = qHTS Assay for Inhibitors of Bloom's syndrome helicase (BLM) | recombinant BLM DNA unwinding, fluorescence dequenching | Potency, µM (top dose mostly 56.1 µM), for inactives: top-dose activity change, negative = inhibition, most hits filed as inhibitors | hit rate 0.2% among 350,000;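 note: plate controls were vehicle for no effect and no enzyme for full effect; nearly all actives have a fitted effect of over 35% in size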
The depositor's hits bear a star; ? = inconclusive; / = no result given; & = joins results of further samples; [ ] = another dose, or the depositor's remark. Calls come from the whole dose curve; as a rule, active = well fitted curve in the direction sought with a large enough effect; inconclusive = small, poorly fitted or top-dose-only effect, or another doubt; inactive = no such curve, though single readings can be large; an effect the other way counts as inactive or inconclusive. Potency is the fitted concentration of half-maximal effect.

SMILES	Pol eta inh	POLB inh	G9a inh	Anesthetic bind	APE1 inh	BAZ2B inh	POLI inh	POLK inh	BLM inh
Cc1cc2cc(CNC(=O)c3cccc([N+](=O)[O-])c3)ccc2[nH]1	-14%	-1%	?	-6%	3%	?	-10%	7%	-7%
CCn1c(CN2CCOCC2)nnc1SCC(=O)Nc1ccc(C(C)=O)cc1	-9%	5%	70%	-2%	57%[activator]	-35%	7%	-6%	0%
COc1ccc(C2C(=O)N(C3CCCCC3)CC(=O)N2CCc2ccccc2)cc1OC (stereo not drawn)	-15%	0%	-1%	-8%	0%	5%	18%	-6%	-1%
CC1(C)Cc2nc3sc(C(N)=O)c(N)c3cc2CO1	-34%	1%	-41%	-6%	2%	-6%	86%[activator]	3%	-2%
COc1ccc(-n2c(C)csc2=S)cc1	-8%	30%	1%[59 µM]	-5%	-5%	-4%	15%	2%	2%
CC(=O)Nc1ccc(NC(=O)C(Cc2ccccc2)NS(=O)(=O)c2ccc3c(c2)oc(=O)n3C)cc1 (stereo not drawn)	-7%	4%	?	-19%	/	-16%	-2%	-6%	-4%
O=C(Nc1cccc(-c2nc3cc(Cl)ccc3o2)c1)c1cc([N+](=O)[O-])ccc1N1CCOCC1	-21%	-1%	8%[59 µM]	-15%	/	-19%	7%	-8%	-5%
Cc1cnc(C(=O)NC2CC(C)(C)Cc3c2cnn3-c2cccc(F)c2)cn1 (stereo not drawn)	5%	-1%	-7%	-20%	-9%	-3%	38%[activator]	1%	-3%
C/C(=N\NC(=O)CNC(=O)c1cccs1)c1ccc(Cl)c(Cl)c1	-21%	9%	25%	?	-3%	-22%	23%	-6%	-6%
Cc1ccccc1N1CC2=C(C1=O)C(c1ccccc1)NC(=O)N2C (stereo not drawn)	-22%	35%	/	-6%	2%	-22%	143%[activator]	-8%	4%
COC(=O)c1c(N2C(=O)Nc3ccccc3N2O)sc2c1CCCC2	-13%	-2%	-9%[59 µM]	-5%	0%	-1%	128%[activator]	-13%	-1%
Cc1nn(CC(=O)NCc2ccc(OC(C)C)cc2)c(=O)c2cc(-c3ccccc3)nn12	-6%	5%	-8%[59 µM]	-2%	44%[activator]	-4%	22%	5%	-1%
CNc1ccc(Cl)nn1	-8%	0%	20%[12.7 µM]	-3%	3%	-8%	20%	-10%	-5%
CN1CCN(CC(=O)Nc2cc(N(C)C)nc3ccccc23)CC1	0%	-18%	50µM*	-6%	0%	?	119%[activator]	-3%	194%[activator]
Cc1cc(C)c2c(CC(=O)Nc3ccccc3C(F)(F)F)coc2c1	-7%	1%	12%[59 µM]	4%	/	3%	-10%	0%	4%
Cc1cc2c(cc1S(=O)(=O)CCC(=O)N(C)C1CCCCC1)OCC(=O)N2	0%&-21%	?	-3%[59 µM]	-10%&91%	16%	15%&8%	-9%&18%	1%&-4%	4%&-10%
O=C(O)c1cccnc1SCc1cccc(Br)c1	-13%	9%	-5%	-7%	55%	-19%	4%	-26%	-3%
O=C(Nc1ccc(CSc2ccccc2)cc1)c1ccco1	-9%	?	18%	-19%	11%	-11%	34%[activator]	3%	-4%
CCOc1ccccc1NC(=O)CSc1ccccc1	-21%	3%	-7%[59 µM]	-21%	-4%	22%	17%	-8%	-3%
COC(=O)c1ccccc1S(=O)(=O)N1CCC(C(=O)NCc2ccco2)CC1	5%	/	12%[12.7 µM]	/	-20%	6%	-11%	-10%	/

Of the compounds above, 2 have fluorine:
SMILES	Pol eta inh	POLB inh	G9a inh	Anesthetic bind	APE1 inh	BAZ2B inh	POLI inh	POLK inh	BLM inh
Cc1cnc(C(=O)NC2CC(C)(C)Cc3c2cnn3-c2cccc(F)c2)cn1 (stereo not drawn)	5%	-1%	-7%	-20%	-9%	-3%	38%[activator]	1%	-3%
Cc1cc(C)c2c(CC(=O)Nc3ccccc3C(F)(F)F)coc2c1	-7%	1%	12%[59 µM]	4%	/	3%	-10%	0%	4%

Continuation.
SMILES	Pol eta inh	POLB inh	G9a inh	Anesthetic bind	APE1 inh	BAZ2B inh	POLI inh	POLK inh	BLM inh
Cc1ccc2nc(NC(=O)CSc3nc(=O)n(CCCN(C)C)c4c3CCC4)sc2c1	?	/	40µM*	/	-21%	-39%	117%[activator]	-23%	/
O=C(Nc1ccc(Cl)c(-c2nc3cc(Cl)ccc3o2)c1)c1cc([N+](=O)[O-])ccc1N1CCOCC1	-15%	14%	-44%[59 µM]	2%	/	?	-13%	-13%	-3%
COc1cccc(-n2ccnc2SCC(=O)Nc2cc(OC)ccc2OC)c1	-17%	19%	?	-4%	16%	28µM*	-1%	-18%	-6%
O=C(Nc1cccc(C(F)(F)F)c1)c1ccc(Cn2cc(Br)cn2)o1	-23%	0%	24%	?	2%	-1%[57.1 µM]	8%	-10%	-15%
O=C(/C(=C/O)N=Nc1ccccc1)c1ccco1	-10%	-22%	-49%	-21%	-3%	?	8%	-5%	-4%
O=C(Cc1ccc(F)cc1)NC(Cc1c[nH]c2ccccc12)C(=O)O (stereo not drawn)	-17%	25%	?	0%	56%[activator]	15%	-1%	3%	0%
O=C(NCCN1CCOCC1)/C(=C/c1ccc(F)cc1)NC(=O)c1ccccc1	-13%	2%	9%	4%	-2%	-5%	67%[activator]	-9%	-2%
O=C(NC(=S)Nc1ncccn1)c1ccc(F)cc1	-19%	2%	8.9µM*	-12%	32%	?	27%	-5%	-7%
Cc1noc(C)c1COC(=O)CCCOc1ccc(Cl)cc1Cl	-20%	4%	236%[activator]	-12%	2%	257%[activator]	?	-5%	-9%
OCC1(CO)COC(CCc2ccccc2)=N1	-17%	91%	45%	2%	7%	-3%	25%	0%	-1%
CCOC(=O)CSc1nc2ccccc2c(=O)n1-c1cccc(C)c1	-7%	2%	-1%[59 µM]	-12%	/	3%	-2%	-7%	-8%
CCn1c(O)c(N=NC(=O)c2ccc(CSc3nncn3C)cc2)c2ccccc21	-17%	9%	?	?	2%	-25%	1%	-13%	-9%
O=C(CN1CCN(S(=O)(=O)c2ccc3ccccc3c2)CC1)N1CCc2ccccc2C1	-3%	32%	?	-15%	?	-33%	1%	0%	-2%
CCOc1nc(CC)nc(NC(=O)NS(=O)(=O)c2ccccc2Cl)n1	-17%	46%	-36%	-11%	-7%	1%	?	2%	-3%
O=C(Nc1ccc(-c2nc3cccnc3s2)cc1)c1ccc(Br)o1	0%	-22%	?	4%	0%	10%	21%	-28%	-1%
CCN1CCN(C(=O)c2cc(COc3ccc4ncccc4c3)on2)CC1	-23%	-17%	?	-11%	2%	-16%	115%[activator]	2%	3%
COc1ccc(-c2csc(N3C(=O)C4C5c6ccccc6C(c6ccccc65)[C@@H]4C3=O)n2)cc1 (stereo partly drawn)	-17%	39%	0%[59 µM]	6%	?	-6%	6%	-5%	-5%
c1ccc(-c2nc(-c3nccc4ccccc34)oc2-c2ccccc2)cc1	-7%	21%	/	-3%	-4%	3%	19%	-1%	-12%
Cc1ccc2cc(CCNC(=O)c3ccc(Br)o3)c(=O)[nH]c2c1	-2%	1%	?	-13%	1%	9%	17%	-17%	0%
CCOCCn1c(CN2CCc3ccccc3C2)nc2c1c(=O)n(C)c(=O)n2C	11%	12%	-6%	-11%	-2%	0%	45%[activator]	3%	-3%

Reformatted: results already given.
> CCN1CCN(C(=O)c2cc(COc3ccc4ncccc4c3)on2)CC1
- Pol eta inh = -23%
- POLB inh = -17%
- G9a inh = ?
- Anesthetic bind = -11%
- APE1 inh = 2%
- BAZ2B inh = -16%
- POLI inh = 115%[activator]
- POLK inh = 2%
- BLM inh = 3%
> Cc1ccc2cc(CCNC(=O)c3ccc(Br)o3)c(=O)[nH]c2c1
- Pol eta inh = -2%
- POLB inh = 1%
- G9a inh = ?
- Anesthetic bind = -13%
- APE1 inh = 1%
- BAZ2B inh = 9%
- POLI inh = 17%
- POLK inh = -17%
- BLM inh = 0%
> O=C(Nc1ccc(Cl)c(-c2nc3cc(Cl)ccc3o2)c1)c1cc([N+](=O)[O-])ccc1N1CCOCC1
- Pol eta inh = -15%
- POLB inh = 14%
- G9a inh = -44%[59 µM]
- Anesthetic bind = 2%
- APE1 inh = /
- BAZ2B inh = ?
- POLI inh = -13%
- POLK inh = -13%
- BLM inh = -3%
> CCOc1nc(CC)nc(NC(=O)NS(=O)(=O)c2ccccc2Cl)n1
- Pol eta inh = -17%
- POLB inh = 46%
- G9a inh = -36%
- Anesthetic bind = -11%
- APE1 inh = -7%
- BAZ2B inh = 1%
- POLI inh = ?
- POLK inh = 2%
- BLM inh = -3%

(list continues)
SMILES	Pol eta inh	POLB inh	G9a inh	Anesthetic bind	APE1 inh	BAZ2B inh	POLI inh	POLK inh	BLM inh
COC(=O)c1cccc(-n2c(C)cc(C=O)c2C)c1	-17%	12%	-1%[59 µM]	-6%	2%	?	7%	-8%	4%
COc1cc(/C=N/NC(=O)c2ccc(O)cc2)ccc1OCC(=O)Nc1cccc([N+](=O)[O-])c1	?	-5%	-7%	-5%	-1%	-33%	?	-2%	-14%
O=C(COC(=O)CNC(=O)c1ccccc1F)Nc1ccc2c(c1)OCCO2	-3%	-1%	?	-17%	1%	-3%	?	-2%	4%
CC(C)(C)OC(=O)C[C@@H]1C/C=C\C[C@@H](CC(=O)N[C@@H](CO)Cc2ccccc2)C(=O)N2CCC[C@@H]2COC1=O	-5%	/	/	/	40%	/	22%	11%	/

Only part of the results is shown. The share of hits here may be higher or lower than overall.
